M5 PAM: CHRM5 positive allosteric modulation; activation, % at 3 µM; 360,000 compounds, 0.3% hits; P08912; CHO-K1 hM5, Fluo-8 calcium, ACh EC20 PAM; 0% = ACh EC20, 100% = ACh EC100;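 active means activation above the run cutoff, the mean activation of all test compounds plus 3 SD, cut at about 18% in these data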
Target sequence (P08912 whole entry, looked up): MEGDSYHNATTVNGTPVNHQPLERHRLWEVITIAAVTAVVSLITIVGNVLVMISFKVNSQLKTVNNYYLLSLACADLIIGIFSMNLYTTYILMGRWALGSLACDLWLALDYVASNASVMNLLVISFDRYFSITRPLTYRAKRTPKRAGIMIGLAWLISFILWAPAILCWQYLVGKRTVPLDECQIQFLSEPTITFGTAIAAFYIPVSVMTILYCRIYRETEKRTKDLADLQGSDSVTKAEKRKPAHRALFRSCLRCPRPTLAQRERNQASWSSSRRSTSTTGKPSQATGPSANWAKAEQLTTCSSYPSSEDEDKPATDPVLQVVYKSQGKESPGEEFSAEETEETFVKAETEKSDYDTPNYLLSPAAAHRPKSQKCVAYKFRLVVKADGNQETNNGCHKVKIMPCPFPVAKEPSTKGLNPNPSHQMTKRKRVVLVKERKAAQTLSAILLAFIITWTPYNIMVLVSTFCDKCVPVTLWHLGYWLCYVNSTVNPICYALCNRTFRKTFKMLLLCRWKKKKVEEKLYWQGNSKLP
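Assay system: CHO-K1 hM5 cells / Incubation: Fluo-8 loading 80 min at 37 °C plus 30 min room temperature / Technique: Fluo-8 calcium dye fluorescence, kinetic read / Repeats: single replicate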
CHRM4 antagonist: blocks acetylcholine activation of human M4 receptor. P08173. CHO-hM4 cells, ACh EC80, Fluo-8 calcium fluorescence. inhibition, % at 3 µM. 360,000 compounds, 0.73% hits;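 active means inhibition above its plate's cutoff, the mean inhibition of sample wells plus 3 SD, cut at about 27% in these data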;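 further: 0% = acetylcholine EC80 with DMSO and 100% = DMSO without agonist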
CRFR2-BP ag: agonists of human CRF-binding protein/CRF-R2 receptor complex. 350,000 compounds, 0.46% hits. HEK293 CRF-R2/CRF-BP, calcium dye fluorescence (FLIPR); percent of saturating CRF peptide response. activation, % at 13.2 µM. AID 588473;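 active means activation of at least 50%, plus an integration ratio under a set limit after plate pattern correction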;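 further: plate controls were neutral control wells without compound for no effect and CRF at EC100 for full effect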
CHRM4 agonist: agonists of human muscarinic M4 receptor (CHRM4); P08173; CHO-K1 hM4/Gqi5, Fluo-8 calcium fluorescence; vehicle 0%, full acetylcholine response 100%; 360,000 compounds, 0.14% hits; activation, % at 3 µM;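 active means activation above the run mean over all test wells plus 3 SD, cut at about 32% in these data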;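 further: peak over basal fluorescence ratio per well then scaled between controls; 0% = DMSO wells and 100% = acetylcholine at EC100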
CHRM1 PAM: potentiates human M1 receptor response to acetylcholine. CHO-K1 hM1, Fluo-8 calcium fluorescence, ACh EC20; 0% = ACh EC20, 100% = maximal ACh. activation, % at 3 µM. 360,000 compounds, 0.088% hits. AID 588819; in the data active means activation above about 19%, passing the limit was not always enough
Target sequence (P11229 whole entry, looked up): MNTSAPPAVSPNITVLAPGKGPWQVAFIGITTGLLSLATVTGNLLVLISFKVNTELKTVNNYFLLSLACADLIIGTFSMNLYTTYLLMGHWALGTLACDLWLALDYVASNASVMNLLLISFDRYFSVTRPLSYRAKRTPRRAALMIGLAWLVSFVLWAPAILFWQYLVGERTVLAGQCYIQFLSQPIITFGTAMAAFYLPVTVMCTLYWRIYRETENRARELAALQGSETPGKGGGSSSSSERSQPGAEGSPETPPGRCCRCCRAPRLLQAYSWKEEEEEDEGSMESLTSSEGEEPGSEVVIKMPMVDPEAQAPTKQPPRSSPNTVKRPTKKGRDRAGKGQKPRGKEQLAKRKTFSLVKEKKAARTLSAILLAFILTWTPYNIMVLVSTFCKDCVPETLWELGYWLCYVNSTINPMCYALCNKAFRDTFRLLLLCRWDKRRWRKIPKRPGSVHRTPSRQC
M1 antag: human CHRM1 antagonism; P11229; CHO-K1 hM1, Fluo-8 calcium fluorescence, ACh EC80 antagonist; inhibition, % at 3 µM; 360,000 compounds, 1.3% hits; AID 588852;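 active means percent inhibition above its own plate's cutoff, namely the mean of that plate's compound wells plus 3 SD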;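 further: peak over basal fluorescence ratio during 140 s after agonist addition; 0% = ACh EC80 plus DMSO and 100% = DMSO alone without agonist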
M4 PAM: potentiates acetylcholine response at human M4 receptor; P08173; activation, % at 3 µM; 360,000 compounds, 0.4% hits; CHO-K1 hM4/Gqi5, Fluo-8 calcium fluorescence, ACh EC20; 0% = ACh EC20, 100% = maximal ACh;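 active means activation above its plate's cutoff, the mean activation of sample wells plus 3 SD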; further: some results filed as inactive read as strong as hits
CHRM5 agonist: CHRM5 agonism in calcium assay; activation, % at 3 µM; CHO-K1 hM5 cells, Fluo-8 calcium fluorescence; 0% DMSO wells, 100% maximal acetylcholine response; AID 624037; P08912; 360,000 compounds, 0.19% hits;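 active means activation above the run's mean over test compounds plus 3 SD, cut at about 23% in these data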;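 further: signal is peak over basal fluorescence ratio across the kinetic read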
CHRM5 antagonist: CHRM5 antagonism in calcium assay | P08912 | CHO-hM5 cells, Fluo-8 calcium fluorescence, ACh EC80 | inhibition, % at 3 µM | 360,000 compounds, 0.59% hits | AID 624040;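 active means inhibition above a per-plate cutoff, the mean of that plate's test compounds plus 3 SD, cut at about 27% in these data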;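 further: 0% = acetylcholine EC80 with DMSO and 100% = DMSO without agonist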
* marks the source's active call; other numbers are inactive results; . = no result given.

M5 PAM | CHRM4 antagonist | CRFR2-BP ag | CHRM4 agonist | CHRM1 PAM | M1 antag | M4 PAM | CHRM5 agonist | CHRM5 antagonist | mol
7 | -27 | -1.4 | 3 | 18 | -22 | 4 | 0 | -13 | Cc1csc(NC(=O)CCCC(=O)c2ccccc2)n1
0 | -10 | -0.1 | 0 | 7 | -11 | 6 | -3 | -1 | CC(=O)Nc1ccc(NC(=O)C(C)OC(=O)c2cc(S(=O)(=O)N3CCOCC3)ccc2Cl)cc1 (stereo unspecified)
3 | 1 | -0.1 | 0 | 9 | -20 | -2 | 1 | -7 | CCOc1ccc(S(=O)(=O)n2c([N+](=O)[O-])cnc2C)c(C)c1C
-6 | -2 | . | 4 | 15 | -18 | -3 | -1 | 5 | COc1ccc(C(=O)N2CCCCC2c2cc(C(=O)NCc3ccc(F)cc3)no2)cc1 (stereo unspecified)
-3 | -3 | -11 | 0 | 5 | -5 | 4 | -2 | 2 | CCOC(=O)c1cnc2c(C)cc(C)cc2c1Nc1ccc(S(=O)(=O)Nc2ncccn2)cc1
-4 | -14 | -1.0 | 0 | 9 | -7 | 3 | 0 | 13 | Nc1ncnc2c1ncn2[C@@H]1O[C@H](COS(=O)(=O)O)[C@@H](O)[C@H]1O
-2 | -17 | -0.9 | 2 | 2 | -6 | 3 | -3 | 4 | CC1CCCCN1C(=O)COC(=O)CSc1ccc(C(N)=O)cc1[N+](=O)[O-] (stereo unspecified)
4 | 4 | -5.0 | 0 | 1 | 6 | 2 | -6 | 4 | CC[N+](CC)(CC)C/C(N)=N/O
-1 | -2 | 1.0 | 1 | 9 | -30 | 7 | 0 | 1 | COc1ccc(N2CC(C(=O)O)CC2=O)cc1 (stereo unspecified)
6 | 0 | -0.8 | 2 | 5 | -5 | 2 | 1 | -6 | COc1ccc(Cc2nnc(NC(=O)C3CC(=O)N(c4ccc(OC)cc4)C3)s2)cc1 (stereo unspecified)
-1 | 0 | -0.9 | 0 | 4 | -12 | 1 | 1 | 5 | O=c1[nH]cnc2c1ccn2C1OC(CO)C(O)C1O (stereo unspecified)
-10 | 2 | -4.7 | 5 | 11 | -9 | 2 | -5 | 19 | O=C(O)c1ccccc1C(=O)c1cccc2c(Br)cccc12
-1 | -18 | -2.0 | 6 | -2 | 1 | 4 | 0 | -3 | CCOc1ccc(OCC(=O)NCCS(=O)(=O)N2CCN(c3ccccc3)CC2)cc1
-10 | -9 | -4.1 | 5 | -2 | -5 | 1 | 2 | 10 | CCc1c(N)nc(N)nc1Nc1ccccc1Cl
4 | 9 | -0.4 | 0 | 2 | 0 | 0 | -4 | -6 | CCOC(=O)Cn1c2c(c(=N)c3c1CCC3)CCC2
1 | 2 | 0.1 | 3 | 10 | -12 | -5 | 0 | 6 | O=C(COC(=O)/C=C/c1ccc(OC(F)F)cc1)NCCN1C(=O)CSC1=O
0 | 8 | 0.0 | 1 | 7 | -1 | 0 | -2 | 1 | NC(=S)N/N=C/c1coc2cc(Cl)ccc2c1=O
6 | -14 | . | 7 | -1 | -6 | 3 | -4 | 13 | O=C(Nc1ccc2c(c1)OCO2)c1cc(C2CCCCN2C(=O)c2ccc3c(c2)CCO3)on1 (stereo unspecified)
0 | 9 | 0.8 | 0 | 3 | -1 | -4 | 1 | 1 | CCOCCCNC(=O)c1c(C)[nH]c(C(=O)OCC)c1C
-3 | -8 | 8.4 | 4 | 0 | -2 | -2 | -2 | 6 | CCCOc1ccc(/C=C2/C(=O)ON=C2C)cc1Cl
1 | 4 | -0.5 | 0 | 5 | 12 | 6 | 1 | 5 | C=CCc1c(C)nc(SCCC)[nH]c1=O
3 | -1 | -1.5 | 2 | 7 | -10 | 3 | -3 | 4 | COCCNC(=O)C(c1ccc(Cl)cc1)N(Cc1ccco1)C(=O)CCC(=O)Nc1ccccn1 (stereo unspecified)
-5 | -5 | -0.3 | 1 | 6 | -13 | -1 | -5 | 6 | CC(C)Nc1nc(Cl)nc(NCCOc2ccccc2)n1
-6 | -15 | 0.5 | 8 | 4 | 3 | 0 | 9 | -2 | O=C(NC(=S)Nc1ccc(NC(=O)c2cccs2)cc1)c1ccco1
-7 | -1 | -1.2 | -1 | 5 | -7 | 7 | -3 | -10 | Cc1ccc(S(=O)(=O)N/N=C/c2c(C)nn(-c3ccccc3)c2C)cc1
3 | 0 | -1.3 | 1 | -10 | 9 | -5 | -7 | 6 | CCN(CC)CCOc1nnc(-c2ccc(OC)cc2)c2ccccc12
3 | -14 | 2.2 | 0 | 11 | -16 | 7 | 0 | -4 | O=C(Cc1ccc(NC(=O)C2CCN(C(=O)C3CCCCC3)CC2)cc1)Nc1cccc(C(=O)N2CCCCC2)c1
-9 | 12 | 1.5 | 9 | -1 | 11 | -9 | -2 | 14 | O=C(NCc1ccccn1)c1cc(-c2ccc(-c3ccccc3)cc2)nc2ccccc12
-2 | -15 | -0.2 | 11 | 13 | -6 | 2 | -4 | -1 | CN(Cc1c(C(=O)N/N=C/c2cccc(F)c2)nnn1-c1nonc1N)c1ccccc1
-3 | -4 | 0.4 | 2 | 7 | -2 | 5 | 1 | -11 | Cc1c(Nc2ncnc3c2cnn3-c2ccccc2)c(=O)n(-c2ccccc2)n1C
-1 | 0 | 2.6 | -1 | 2 | 5 | 2 | -1 | -3 | CCN1C(=O)/C(=C/c2ccc(C)s2)SC1=Nc1ccc(OC)cc1
7 | -4 | 0.3 | 1 | 6 | 0 | 7 | -2 | -2 | CCCN1C(=O)C(NS(=O)(=O)c2ccc(N)cc2)(C(F)(F)F)C(C(=O)OC)=C1C (stereo unspecified)
-6 | -8 | -2.5 | 1 | 3 | -7 | 5 | 2 | -1 | O=c1c2c(nc3c(-c4ccccc4)c[nH]n13)CCCC2
-6 | -4 | 0.8 | 0 | -3 | -40 | 1 | -4 | -2 | CCCCN(CC)C(=O)CN1C(=O)c2ccccc2C1=O
0 | 10 | -0.4 | 0 | 11 | -11 | 1 | 6 | -9 | Cc1ccc(C)c(N=Cc2c(O)c3ccccc3oc2=O)c1
-2 | 6 | 10 | 1 | -1 | 5 | -5 | -1 | -3 | CN1CCc2nc3sc(C(=O)NCc4ccccc4)c(N)c3cc2C1
2 | -1 | -0.8 | -1 | 5 | -9 | 1 | -12 | -5 | Cc1ccc(S(=O)(=O)C(NC(=O)c2ccccc2)=C(Cl)Cl)cc1
-3 | -12 | 16 | 20 | -4 | 2 | 1 | 8 | -1 | O=C(Nc1ccncc1)c1cc2ccccc2cc1O
-11 | -16 | -1.1 | 1 | 4 | -10 | 10 | -1 | 17 | Nc1cc(SCc2ccc(Cl)cc2Cl)ncn1
13 | -6 | . | -1 | 9 | -3 | 7 | 0 | -15 | O=S1(=O)CC(N2CCN(CCO)CC2)CN1Cc1ccc(F)cc1 (stereo unspecified)
-6 | -4 | 0.7 | 3 | 5 | -9 | -4 | -8 | -5 | O=S(=O)(Nc1ccccn1)c1ccc(Oc2ccccc2)cc1
2 | -10 | -1.1 | 1 | -6 | 14 | -1 | 0 | -11 | O=C(NCC1CCCO1)c1ccc2[nH]c3c(c2c1)CCCC3 (stereo unspecified)
-3 | -12 | 3.0 | 1 | 4 | -10 | -4 | 2 | -3 | COCCNC(=O)C(=O)NCC1OCCN1C(=O)c1ccc(Cl)cc1 (stereo unspecified)
14 | -7 | -0.1 | 1 | 4 | 5 | 2 | 4 | -3 | CNc1ccc(C(=O)c2ccccc2C(=O)O)cc1[N+](=O)[O-]
-1 | -3 | -0.1 | 1 | 7 | -7 | 8 | -4 | 7 | O=C(NCCc1ccccc1)C1CCC(CNS(=O)(=O)c2ccc(F)cc2)CC1 (stereo unspecified)
5 | 2 | -2.3 | 1 | 4 | 5 | 1 | 1 | -1 | CCOC(=O)CNC(=O)CSc1nnnn1-c1cc(C)ccc1C
-6 | 2 | 0.2 | 5 | 2 | -3 | -4 | -3 | 8 | O=C(C[C@H]1C(=O)N(Cc2ccccc2)C[C@@H]1Cc1ccccc1)Nc1ccccc1
-7 | 1 | 3.7 | 1 | 1 | -6 | -3 | 1 | 7 | O=C(c1ccc(F)cc1)c1cc2ccc(O)cc2oc1=O
-4 | -7 | -1.7 | 13 | 4 | -2 | 2 | 2 | 2 | O=C(NCCOc1cccc(Oc2ccccc2)c1)c1cc(-n2cnnc2)ccc1Cl
4 | -11 | -2.8 | -1 | 4 | 5 | 0 | -1 | 2 | Cn1c(CC(=O)Nc2ccc(Cl)c(Cl)c2)nnc1SCC(=O)NCc1ccccc1

Among those listed so far, these contain a furan ring, fused or not:
M5 PAM | CHRM4 antagonist | CRFR2-BP ag | CHRM4 agonist | CHRM1 PAM | M1 antag | M4 PAM | CHRM5 agonist | CHRM5 antagonist | mol
3 | -1 | -1.5 | 2 | 7 | -10 | 3 | -3 | 4 | COCCNC(=O)C(c1ccc(Cl)cc1)N(Cc1ccco1)C(=O)CCC(=O)Nc1ccccn1 (stereo unspecified)
-6 | -15 | 0.5 | 8 | 4 | 3 | 0 | 9 | -2 | O=C(NC(=S)Nc1ccc(NC(=O)c2cccs2)cc1)c1ccco1

(listing goes on)
M5 PAM | CHRM4 antagonist | CRFR2-BP ag | CHRM4 agonist | CHRM1 PAM | M1 antag | M4 PAM | CHRM5 agonist | CHRM5 antagonist | mol
11 | 1 | -0.8 | 2 | 9 | -5 | -6 | -2 | -19 | COc1ccc(OCC(=O)Nc2ccc(N3CCCCC3)cc2)cc1
4 | 4 | -1.7 | 2 | 12 | -18 | 1 | 1 | 0 | COc1ccccc1-n1cnnc1SCC(=O)Nc1nc(C)c(Cl)cc1Cl
5 | -5 | -2.1 | 0 | 13 | 2 | 3 | 4 | -8 | Cc1csc(C2=C(O)CN(c3ccc4c(c3)OCCOCCOCCOCCO4)C2=N)n1
-13 | 8 | . | 13 | -11 | 11 | -7 | 9 | 15 | O=C(Nc1ccc(Oc2ccccc2)cc1)c1csc(COCCO)n1
2 | -15 | 5.3 | 0 | 0 | 7 | 1 | -2 | -2 | Cc1nc(C(=O)Nc2cccc(Cl)c2Cl)nn1-c1cc(OC(C)C)c(Cl)cc1Cl
0 | 0 | -0.9 | 0 | 13 | 3 | 9 | 0 | 5 | Cc1ccc(SCC(=O)NC2CCS(=O)(=O)C2)cc1C (stereo unspecified)
-6 | 43* | 0.8 | 8 | -4 | 5 | -8 | 7 | 16 | CCCNC(=O)c1nnsc1S(=O)c1ccc(Cl)cc1 (stereo unspecified)
-5 | 8 | -0.7 | 1 | 4 | 1 | -4 | -4 | -12 | O=C(Nc1ccc2c(c1)OCCO2)c1ccccn1
-8 | 3 | -0.3 | 0 | 13 | -15 | -2 | -2 | 12 | CC(=O)Nc1ccc(NC(=O)C(C)OC(=O)c2cccc(S(=O)(=O)N3CCCCC3)c2)cc1 (stereo unspecified)
-7 | 2 | -2.5 | 5 | 6 | -2 | -4 | -1 | 4 | CCOC(=O)c1nc(Nc2cc(C)cc(C)c2)c2ccccc2n1
1 | -3 | -0.3 | 1 | 13 | -15 | 7 | 3 | 1 | CC(=O)Nc1ccc(NC(=O)CSc2ncc(C(=O)Nc3ccccc3)c(=O)n2C)cc1
6 | -9 | -0.2 | 1 | 6 | -10 | -1 | -3 | -3 | O=C(CCNS(=O)(=O)c1cccs1)NCc1cccs1
-8 | -6 | -2.2 | 9 | -1 | 0 | -7 | -9 | 8 | C=CCC(C(=O)OC)(C(=O)OC)c1ccc(C(F)(F)F)cc1[N+](=O)[O-]

An unsorted share of the library; any-hit rate near 2.8%.
